Source: PubChem BioAssay (Broad Institute)
RAD54 inh: inhibitors of human RAD54 branch migration. Q92698. inhibition, % at 10.4 µM. 0.14% of 360,000 active. AID 602329. RAD54 Holliday junction branch migration, FAM/BHQ fluorescence;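 active means mean normalized replicate activity at least 40 and at least half of replicates scoring 40 or more; inconclusive means only one of the two criteria met; inactive means mean below 40 and under half of replicates reaching 40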;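 further: 0% = median of neutral control wells and 100% = median of positive control wells; inhibitors cause a drop in the FAM fluorescence signal; in these data hits start at about 50%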
RAD52 anneal inh: inhibitors of human RAD52 DNA annealing; AID 651710; recombinant RAD52 DNA annealing, FRET fluorescence; inhibition, % at 18.7 µM; 0.46% of 360,000 active;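 active means every replicate showing at least 50% inhibition; inconclusive means mean inhibition at least 50% but not in every replicate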
Target sequence (P43351 whole entry, looked up): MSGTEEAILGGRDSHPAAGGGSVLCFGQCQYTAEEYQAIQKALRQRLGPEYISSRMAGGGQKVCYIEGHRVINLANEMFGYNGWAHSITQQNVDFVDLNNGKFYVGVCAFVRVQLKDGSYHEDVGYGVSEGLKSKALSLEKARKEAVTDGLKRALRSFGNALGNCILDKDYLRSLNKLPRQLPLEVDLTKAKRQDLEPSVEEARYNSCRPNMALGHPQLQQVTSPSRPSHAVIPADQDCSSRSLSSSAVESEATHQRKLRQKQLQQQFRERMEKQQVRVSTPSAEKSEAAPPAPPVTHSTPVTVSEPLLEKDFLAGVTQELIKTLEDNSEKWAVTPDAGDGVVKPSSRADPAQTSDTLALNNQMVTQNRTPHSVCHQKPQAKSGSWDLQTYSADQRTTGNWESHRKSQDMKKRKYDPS
DENV2 CPE: DENV2-induced cell death inhibition. AID 651640. 1.7% of 350,000 active. DENV2-infected cells, cytopathic effect rescue, plate reader. CPE inhibition, % at 9.99 µM; in the data active means CPE inhibition above about 20%, passing the limit was not always enough; inconclusive means no clear call, values can overlap the other calls; tested in BHK-21 cells;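 further: 0% = median of neutral control wells and 100% = median of positive control wells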
Casp6 inh: caspase-6 (human) enzyme inhibition | P55212 | purified caspase-6, Z-VEID-R110 cleavage fluorescence | inhibition, % at 12.5 µM | 0.53% of 350,000 active;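 active means mean inhibition across replicates at least about 35%, with every replicate also reaching that limit, limit read from the data; inconclusive means only one of the two criteria met; inactive means neither criterion met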;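 further: 0% = median of neutral control wells and 100% = no fluorescence left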
Target sequence (P55212 24-179 limits assumed): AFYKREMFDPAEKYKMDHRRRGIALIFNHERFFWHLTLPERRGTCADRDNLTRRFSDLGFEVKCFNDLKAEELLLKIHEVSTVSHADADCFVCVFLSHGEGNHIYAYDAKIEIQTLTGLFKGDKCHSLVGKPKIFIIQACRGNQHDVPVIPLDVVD
Target sequence (P55212 194-293 limits assumed): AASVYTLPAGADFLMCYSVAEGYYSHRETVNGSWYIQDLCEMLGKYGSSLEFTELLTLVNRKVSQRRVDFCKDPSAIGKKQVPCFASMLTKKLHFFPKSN
E-selectin induc: E-selectin induction on HUVECs | activation, % at 7.58 µM | HUVEC E-selectin immunofluorescence imaging; normalized: neutral wells 0, TNF-alpha wells 100 | 0.37% of 260,000 active | AID 686992;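 active means mean E-selectin-positive cell signal at least 10% of the positive control, reached in at least 60% of replicates, without over 20% cell loss; inconclusive means no rule given, readout overlaps actives, possibly toxicity-flagged; inactive means the rest, including those meeting only one limit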;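 further: in these data hits start at about 27%; measured in HUVEC primary endothelial cells; signal is the percent of cells scored E-selectin positive by PE staining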
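assay system = HUVEC, human umbilical vein endothelial cells | input = 3,000 HUVEC seeded per well | medium = EGM-2 growth medium on 0.1% gelatin-coated wells | dosing = one compound dose added by pin transfer | signal = immunofluorescence imaging | read-out basis = % PE-positive cells | control set = TNF-alpha, DMSO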
CFTR F508del cor: CFTR F508del correction in bronchial cells. CFBE cells, YFP halide quenching; stimulated with forskolin plus potentiator P3; % fluorescence drop versus neutral controls. activity (quench increase), % at 7.58 µM. 0.36% of 350,000 active;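 active means mean added fluorescence quench of at least 8% versus neutral control, with both replicates also reaching 8%; inconclusive means only one of the mean or replicate conditions met; inactive means mean below 8% and not both replicates reaching 8%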;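 further: cells transiently co-express mutant CFTR-F508del with the halide-sensitive YFP; corrector assay measuring rescue of mutant channel to the surface after 24 h compound exposure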
INS-1E GSIS act: primary screen for activators of insulin secretion dependent on glucose, INS-1E cells, GLuc reporter luminescence | INS-1E GLuc reporter insulin secretion, 2-3 h | activation, % at 16.6 µM | 0.61% of 370,000 active | AID 743287;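 active means lowest replicate activation of at least 40%, so every replicate reaches that level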;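 further: 0% = median of neutral control wells and 100% = median of IBMX positive control wells; some compounds called inactive have numbers as strong as hits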
Xi reactivation: X-chromosome reactivation activator; AID 743238; 0.055% of 360,000 active; activation, % at 7.58 µM; XiGFP mouse fibroblasts, % GFP-positive cells imaging, 3 d; cells co-treated with 5-aza-dC sensitizer; scaled so ellipticine positive control = 100%;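 active means mean normalized replicate activation at least 10% and every replicate at or above 10%; inconclusive means only one of the two criteria met; inactive means mean below 10% and not all replicates reach 10%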;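 further: 0% = median of on-plate neutral control wells and 100% = ellipticine 6 µM median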
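Material: XiGFP fibroblasts, SV40-immortalized; Buffer or medium: DMEM containing 5-aza-dC; Compound dosing: single point; Times: 3 days compound exposure.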
Numbers without * were called inactive; ? = inconclusive; · = no result given.

SMILES	RAD54 inh	RAD52 anneal inh	DENV2 CPE	Casp6 inh	E-selectin induc	CFTR F508del cor	INS-1E GSIS act	Xi reactivation
CCS(=O)(=O)N[C@H]1CC[C@@H](CC(=O)NCc2ccc(Cl)cc2)O[C@@H]1CO	-5	-24	-7	1	·	-0.3	·	·
Cc1cccc(C)c1NC(=O)CN(C)C(=O)c1ccccc1Sc1ccccc1C#N	8	-2	-5	-2	·	-0.7	·	0.1
CCN(Cc1ccccc1)C(=O)CCNS(=O)(=O)c1ccc2c(c1)CC(C)N2C(C)=O (stereo not given)	14	-2	-3	4	·	-5.0	13	0.0
O=C(NNc1ccccc1C(F)(F)F)c1sccc1Br	-3	-11	0	-1	·	0.4	-3	0.2
O=C(CCn1nnc(-c2cccs2)n1)N1CCc2ccccc2C1	-2	-2	1	-1	·	1.6	-13	·
CC1(C(=O)Nc2ccccc2)Cc2c(-c3cccc(C(F)(F)F)c3)ccnc2O1 (stereo not given)	-1	-2	12	-2	-0.1	-2.7	-9	-0.1
CCOC(=O)N1CCN(C(=O)COC(=O)C2CCN(S(=O)(=O)c3c(Cl)cccc3Cl)CC2)CC1	-4	-4	8	-3	·	-1.0	-9	0.0
COc1ccc(C(c2sc3nc(C)nn3c2O)N2CCc3ccccc3C2)cc1 (stereo not given)	-9	1	0	2	·	-0.2	-2	0.0
O=S(=O)(Cc1ccccc1Cl)NCCc1ccc(F)cc1	-5	-9	-6	-3	·	-0.8	-21	0.0
Cc1ccc(S(=O)(=O)N2CCN(C(=O)Cc3ccc(S(=O)(=O)N4CCOCC4)s3)CC2)cc1	-5	-35	9	-5	-1.1	3.0	-12	0.0
C[C@H](CO)N1C[C@H](C)[C@@H](CN(C)C(=O)Nc2ccc(F)cc2)OCCCC[C@H](C)Oc2ccc(NC(=O)Nc3ccc(C(F)(F)F)cc3)cc2C1=O	-5	-5	1	-1	2.5	5.8	12	0.6
O=C(c1ccccc1)N1CCN(S(=O)(=O)c2ccc(Cl)c(C(F)(F)F)c2)CC1	4	-8	?	1	·	-0.4	3	0.0
Cc1ccc(N(C)C(=O)c2cc(S(=O)(=O)N3CCCCC3)c[nH]2)cc1	-2	-28	3	-2	-0.1	-1.0	1	0.4
CC(=O)Nc1ccc(S(=O)(=O)N2CCN(S(=O)(=O)c3ccc(F)c(F)c3F)CC2)cc1	-6	-9	-2	-3	1.1	-1.9	-1	0.0
Cc1cc(C)n(-c2ccc(NC(=O)C3CCCCN3C(=O)c3ccoc3)cc2)n1 (stereo not given)	2	-16	36*	1	0.0	0.4	-2	0.1
CN(CC(=O)Nc1ccc(Cl)c(C(F)(F)F)c1)C(=O)c1cccc2cccnc12	-3	-19	-2	2	·	-2.4	-14	0.8
COc1ccc(-c2ccc3c(c2)O[C@@H](CN(C)CC2CCOCC2)[C@@H](C)CN([C@@H](C)CO)S3(=O)=O)cc1	2	-13	1	0	-0.6	1.8	4	-1.1
O=C(CN1C(=O)C2C3C=CC(C3)C2C1=O)OCC(=O)c1ccc(Br)cc1 (stereo not given)	-3	-1	5	-1	·	-1.2	8	0.1
O=C(c1cnn2c(C(F)(F)F)cc(-c3cccs3)nc12)N1CCOCC1	3	-16	1	2	·	0.3	11	0.0
CCOC(=O)c1c(C)[nH]c(C)c1S(=O)(=O)NCc1cc(C)ccc1C	·	-8	12	2	·	-1.0	-7	0.0
C[n+]1cccc(O)c1SCc1ccccc1	4	-19	-6	4	-0.1	1.8	10	0.1
CN1[C@@H]2c3ccc(-c4cccc(F)c4)c(=O)n3C[C@@H]2[C@@H](CO)[C@@H]1C(=O)NC1CCCCC1	-4	14	-2	-1	-0.1	-2.1	-7	0.5
O=C(NCc1cccc(Cl)c1)c1ccc2c(c1)OCCO2	5	1	0	2	-0.1	1.6	-7	0.0
COc1ccc(C(C)=NOC(=O)c2c(-c3ccccc3Cl)noc2C)cc1CN1CCOCC1	-10	-16	2	-1	0.4	-1.1	-18	0.2
C[C@@H]1CCCCO[C@H](CN(C)Cc2ccccc2)[C@@H](C)CN([C@@H](C)CO)C(=O)c2cc(NC(=O)c3ccncc3)ccc2O1	4	6	0	0	-0.1	-0.5	-17	0.2
CCOc1ccc(NC(=O)C2CCCN(C)C2)cc1 (stereo not given)	-9	-5	2	-1	0.1	1.4	12	0.2
CN(C)CCOC(=O)CCCCCCCCC(=O)OCCN(C)C	·	-20	15	-9	·	1.8	8	0.1
COc1ccc(/C=C/C(=O)N2CC(C)OC(C)C2)cc1OC (stereo not given)	-3	-12	-2	-2	·	1.3	2	0.1
CC=Cc1ccc2n(c1=O)C[C@H]1[C@H](CO)[C@@H](C(=O)NCc3ccccc3Cl)N(S(C)(=O)=O)[C@@H]21 (mixture of isomers)	-1	-6	3	0	-0.1	·	-4	0.0
C[C@@H]1CN([C@H](C)CO)C(=O)c2cc(NC(=O)C3CCCCC3)ccc2O[C@H]1CN(C)Cc1ccc2c(c1)OCO2	13	12	10	1	-0.1	2.9	0	0.2
CCc1cccc2sc(NC(=O)C3CC3)nc12	-4	19	-1	-2	-0.1	-2.6	-5	1.2
O=C(c1ccccc1)c1cnc[nH]1	-1	3	-2	0	-0.6	0.8	7	1.0
O=C(c1ccc(Cn2cc([N+](=O)[O-])cn2)o1)N1N=C(C(F)F)CC1(O)C(F)F (stereo not given)	-4	-11	-3	1	·	-1.8	-20	·
CCNc1nc(NCC)n2c(SCC(=O)Nc3ccc(C(F)(F)F)cc3[N+](=O)[O-])nnc2n1	2	·	·	·	0.1	·	0	0.3
Cc1cc(-c2ccc(C)c(S(=O)(=O)Nc3cc(C)on3)c2)on1	-10	-5	2	6	0.2	1.7	15	0.0
COc1ccc(N(Cc2cc3cccc(C)c3[nH]c2=O)S(=O)(=O)c2ccc(Cl)cc2)cc1	12	-4	-3	5	·	4.4	-1	0.0
O=S1(=O)CCOC[C@H](Cc2ccccc2)N1Cc1ccc(Cl)cc1	-2	·	·	·	-0.2	1.0	-25	0.1
CO[C@H]1CN(C)C(=O)c2cc(NC(=O)c3cc(C)on3)ccc2OC[C@@H](C)N(C(=O)C2CC2)C[C@@H]1C	-5	-9	2	-1	0.1	2.4	0	0.4
Cc1ccc(NC(=O)c2cccc(Oc3ccc([N+](=O)[O-])cc3)c2)c(C(=O)O)c1	4	-10	3	7	·	-2.3	·	0.1
O=[N+]([O-])c1ccc(Oc2cc(NC3CCCCCCC3)c([N+](=O)[O-])cc2[N+](=O)[O-])cc1	7	-10	15	8	0.0	-0.8	·	-0.3

Next section, overlapping the part above by 2 compounds.
SMILES	RAD54 inh	RAD52 anneal inh	DENV2 CPE	Casp6 inh	E-selectin induc	CFTR F508del cor	INS-1E GSIS act	Xi reactivation
Cc1ccc(NC(=O)c2cccc(Oc3ccc([N+](=O)[O-])cc3)c2)c(C(=O)O)c1	4	-10	3	7	·	-2.3	·	0.1
O=[N+]([O-])c1ccc(Oc2cc(NC3CCCCCCC3)c([N+](=O)[O-])cc2[N+](=O)[O-])cc1	7	-10	15	8	0.0	-0.8	·	-0.3
CCCNC(=O)[C@H]1[C@H](CO)[C@H]2Cn3c(ccc(C4=CCCC4)c3=O)[C@H]2N1C(=O)CC	-17	-19	13	0	-0.3	-1.8	9	0.0
C=CCN1CC(=O)N2C(C)c3[nH]c4ccccc4c3C[C@H]2C1=O (stereo not given in full)	0	-13	-3	2	0.0	0.1	9	0.0
Cc1ccc(C2(C)NC(=O)N(CC(=O)N3CC(=O)Nc4ccccc43)C2=O)cc1 (stereo not given)	-1	-11	-3	-3	-0.2	-1.2	14	0.0
COc1ccccc1NS(=O)(=O)c1ccc(NC(=O)c2[nH]nc(OC)c2[N+](=O)[O-])cc1	-1	-21	-6	1	-0.4	0.9	-4	0.0
CCC1CCCCN1C(=O)COc1ccccc1NC(C)=O (stereo not given)	·	-9	3	0	·	-1.9	-5	0.0
COC(=O)CCN(C(=O)c1cc([N+](=O)[O-])cc([N+](=O)[O-])c1)c1ccccn1	10	-8	10	1	2.0	0.0	13	0.0
C/C(CC(=O)N(C(C)C)C(C)C)=N\NC(=O)COc1ccc(Br)cc1Br	·	-15	7	0	·	-2.3	-8	0.0
C[C@H]1CN([C@@H](C)CO)C(=O)c2cc(NC(=O)Cn3cnnn3)ccc2O[C@H]1CN(C)S(C)(=O)=O	4	-2	?	1	4.5	-2.4	6	-0.1
CC1(C)Cc2nc(N)c(=O)sc2C1	-8	2	-6	4	·	-0.8	2	·
O=C(O)c1ccccc1/C=N/N1CCN(C2c3ccccc3-c3ccccc32)CC1	1	-3	16	4	·	-1.5	0	0.2
COc1ccc2c3c(n(C)c2c1)[C@@H](CO)N(CC1CC1)CC31CN(C(C)=O)C1	·	10	-10	1	-0.1	-0.9	4	0.5
O=C(CCCOc1ccc(Cl)cc1)N1CCCCC1	-11	-8	4	0	·	1.7	-10	·
CN(C)S(=O)(=O)c1ccc(NC(=O)CSc2nnnn2C)cc1	·	-8	4	1	7.3	-1.7	9	0.1
CN(C)CCN(C)C1CN(Cc2ccc([N+](=O)[O-])cc2)S(=O)(=O)C1 (stereo not given)	5	-9	4	8	-0.5	-6.3	1	-0.1
Cc1ccccc1Cn1cc(NC(=O)CCCn2nc([N+](=O)[O-])cc2C)cn1	·	-15	-1	-3	?	-0.8	3	-0.1
CC(=O)N1CCCCN2[C@@H](CO)[C@@H](c3ccc(Br)cc3)[C@@H]2C1	-5	-16	?	-4	0.4	2.7	19	0.0
C[C@@H]1CN([C@@H](C)CO)S(=O)(=O)c2ccc(-c3cccnc3)cc2O[C@@H]1CN(C)C(=O)c1ccc2c(c1)OCO2	4	-5	-2	·	-0.3	0.7	4	-1.0
CN(C)C(=O)C[C@H]1CC[C@H](NC(=O)c2ccc(F)cc2)[C@H](CO)O1	0	-1	17	0	·	0.4	·	·
O=C(N/N=C/c1ccc(O)cc1O)NC12CC3CC(CC(C3)C1)C2	6	8	50*	-2	0.0	4.2	41*	0.0
COc1cccc(NC(=O)C[C@H]2CC[C@H]3[C@@H](COc4ccc(NC(=O)C5CCCCC5)cc4C(=O)N3C)O2)c1	0	-37	15	1	0.1	0.1	9	0.5
O=C(c1cccc(F)c1)N1CC(=O)N2[C@H](CO)[C@H](c3ccc(C#Cc4ccc(F)cc4)cc3)[C@@H]2C1	·	-5	8	-1	-0.8	2.3	-18	0.5
CC(=O)Nc1ccc(/C=C/c2ccc3c([N+](=O)[O-])cccc3n2)cc1	·	-5	18	1	·	-2.8	-3	0.1
O=C1CC(NC(=O)C(F)(F)F)c2cc3c(cc21)OCO3 (stereo not given)	-6	-20	4	12	1.0	-1.9	-9	0.2
O=C(c1cccc2ccccc12)N1CCN(c2ccc([N+](=O)[O-])c(N3CCOCC3)c2)CC1	·	-18	-1	0	1.4	-1.4	2	0.1
O=[N+]([O-])c1ccc2nc(NS(=O)(=O)c3ccccc3[N+](=O)[O-])sc2c1	-7	-12	-9	6	0.2	-2.1	3	0.1
COC(=O)Cn1cnc2scc(-c3ccc(C)cc3)c2c1=O	9	4	5	0	·	-2.9	4	0.0
Cc1cc(-n2cnnn2)cc(C)c1S(=O)(=O)N(C)c1ccccc1	-6	-8	-4	2	0.2	-1.0	50	0.2
COc1ccc2cc3[n+](cc2c1O)CCc1cc2c(cc1-3)OCO2	·	6	0	27	-0.1	-1.1	4	0.0
